High-throughput results deposited in PubChem BioAssay by several laboratories.
PfM18AAP inh: blocks P. falciparum M18 aspartyl aminopeptidase | inhibition, % at 7.35 µM | recombinant PfM18AAP, H-Glu-NHMec fluorogenic cleavage | AID 1822 | 290,000 compounds, 1.2% hits;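 active = inhibition above the campaign mean inhibition over all tested compounds plus 3 SD, cut at about 28% in these data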;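 also: 0% = plate median of test compound wells and 100% = 2 mM ZnCl2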
HCV NS3 hel inh: blocks Hepatitis C virus NS3 helicase unwinding | NS3 helicase DNA unwinding, Cy5 molecular beacon fluorescence | inhibition, % at 10.9 µM | 290,000 compounds, 0.56% hits | AID 1800;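 active = inhibition above the mean of all tested compounds plus 3 SD, set per campaign, cut at about 35% in these data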;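 also: 0% = DMSO wells and 100% = thioflavine S control wells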
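Assay system – hepatitis C virus NS3 helicase domain fragment enzyme · Buffer or medium – MOPS pH 6.5, MgCl2, DTT, Tween20, BSA · Reagent – Cy5/quencher beacon DNA duplex and ATP to start · Compound – single 10.9 µM dose · Timing – 1 h at 25 °C · Technique – Cy5 beacon fluorescence read at start and 1 h · Measure – % inhibition of unwinding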
VIM-2 inhibitor: inhibitors of Pseudomonas aeruginosa VIM-2 metallo-beta-lactamase | purified VIM-2, nitrocefin hydrolysis, epi-absorbance fluorescence | inhibition, % at 5.6 µM | 290,000 compounds, 0.89% hits | AID 1527;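 active = inhibition above the mean of all tested compounds plus 3 SD, cutoff set per screening run, cut at about 7.5% in these data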;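 also: red hydrolysis product quenches plate fluorescence so inhibitors raise well fluorescence; 0% = enzyme with DMSO and 100% = DMSO without enzyme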
IMP-1 inhibitor: inhibitors of Pseudomonas aeruginosa IMP-1 metallo-beta-lactamase; purified IMP-1, nitrocefin hydrolysis, epi-absorbance fluorescence; inhibition, % at 5.6 µM; 290,000 compounds, 0.45% hits;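 active = inhibition above the mean plus 3 SD of all compounds in the same screening run, cut at about 4.5% in these data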;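 also: 0% = IMP-1 with DMSO and 100% = DMSO wells lacking enzyme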
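System – purified recombinant IMP-1 beta-lactamase · Input – IMP-1 dispensed at 0.2 nM · Timing – 15 min preincubation plus 25 min reaction at 25 °C · Signal – Epi-absorbance fluorescence, 480 nm excitation, 530 nm emission · Measure – percent IMP-1 inhibition derived from blank-referenced optical density · Controls – Enzyme-plus-DMSO low control, enzyme-free DMSO high control · Replication – singlicate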
NALP1 inh: NALP1 inhibition. inhibition, % at 10 µM. S. cerevisiae NALP1/ASC/caspase-1 growth, X-gal OD620, 72 h. 280,000 compounds, 0.61% hits. AID 2071; in the data active = inhibition mostly above about 24%, no sharp cut-off; inactive = mostly below about 32%; also: some compounds called inactive have numbers as strong as hits
DNA FID counter: displaces DNA intercalator in HCV helicase counter-screen; AID 1845; 290,000 compounds, 0.17% hits; DNA fluorescent intercalator displacement, fluorescence; inhibition, % at 7.9 µM; in the data active = inhibition above about 37%;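 also: 0% = vehicle and 100% = reference compound; higher means more ethidium bromide displaced from hairpin DNA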
SUMO HTRF inh: SUMOylation inhibition; P63279; HTRF SUMOylation assay, SAE1/SAE2 + UBC9, in vitro; inhibition, % at 35 µM; 290,000 compounds, 0.36% hits; AID 2006; in the data active = inhibition above about 50%, passing the limit was not always enough; also: strong numbers were not always called active
Target sequence (P63279 whole entry, looked up): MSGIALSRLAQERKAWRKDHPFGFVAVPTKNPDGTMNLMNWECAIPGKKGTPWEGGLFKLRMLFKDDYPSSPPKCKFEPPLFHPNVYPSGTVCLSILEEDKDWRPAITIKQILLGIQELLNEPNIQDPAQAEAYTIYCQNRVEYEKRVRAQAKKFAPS
MEKK2 WT-MEK5: raises or lowers MEK5 binding to wildtype human MEKK2 PB1 domain | Q9Y2U5 | bead flow cytometry, Alexa488-MEK5 binding to MEKK2 WT; actives lie on both sides | binding response (% of control), % at 10 µM | 290,000 compounds, 1.1% hits | AID 1531; in the data active = binding response below about 67% or above about 130%
MEKK2 mut-MEK5: signal of MEK5 binding to mutant human MEKK2 PB1 domain; bead flow cytometry, Alexa488-MEK5 binding to MEKK2 mutant; percent response, % at 10 µM; 290,000 compounds, 0.35% hits; AID 1530; in the data active = percent response above about 24%, passing the limit was not always enough; also: inactives centre near 1; some results filed as inactive read as strong as hits
Active calls of the source: *. The order is random; overall some 4.7% were active at least once.

How did CCOc1ccc(CN2CCN(C(=O)c3cccc4ccccc34)CC2)cc1 do in these assays?
PfM18AAP inh: 0; HCV NS3 hel inh: 3; VIM-2 inhibitor: -2.0; IMP-1 inhibitor: -3.8; NALP1 inh: 11; DNA FID counter: -21; SUMO HTRF inh: -5; MEKK2 WT-MEK5: 97; MEKK2 mut-MEK5: 0

How did NC(=O)c1ccc(NC(=O)CCN2C(=O)c3ccccc3C2=O)cc1 do in these assays?
PfM18AAP inh: -1; HCV NS3 hel inh: 4; VIM-2 inhibitor: -5.5; IMP-1 inhibitor: -2.7; NALP1 inh: 1; DNA FID counter: -8; SUMO HTRF inh: 10; MEKK2 WT-MEK5: 101; MEKK2 mut-MEK5: 6

What do the screens show for `CCCNc1nc2c(c(=O)n(C)c(=O)n2C)n1Cc1ccc(F)cc1`?
PfM18AAP inh: -11; HCV NS3 hel inh: 3; VIM-2 inhibitor: -0.9; IMP-1 inhibitor: -0.9; DNA FID counter: -17; SUMO HTRF inh: 20; MEKK2 WT-MEK5: 107; MEKK2 mut-MEK5: 13

How did COCCOC(=O)C1=C(C)Nc2cc(=O)[nH]c(=O)n2C1c1cccc([N+](=O)[O-])c1 (stereo not drawn) do in these assays?
PfM18AAP inh: 4; HCV NS3 hel inh: 4; VIM-2 inhibitor: -0.2; IMP-1 inhibitor: 3.0; NALP1 inh: 16; DNA FID counter: -32; SUMO HTRF inh: 18; MEKK2 WT-MEK5: 90; MEKK2 mut-MEK5: -5

What do the screens show for `FC(F)(F)c1cccc(-c2ccn3ncnc3n2)c1`?
PfM18AAP inh: 3; HCV NS3 hel inh: 1; VIM-2 inhibitor: -2.6; IMP-1 inhibitor: -3.4; NALP1 inh: 7; DNA FID counter: 2; SUMO HTRF inh: 14; MEKK2 WT-MEK5: 103; MEKK2 mut-MEK5: -2

How did O=C(Nc1cccc(Cl)c1)C1CCCN(c2cnccn2)C1 (stereo not drawn) do in these assays?
PfM18AAP inh: -1; HCV NS3 hel inh: -8; VIM-2 inhibitor: -2.5; IMP-1 inhibitor: -0.3; NALP1 inh: -2; DNA FID counter: -15; SUMO HTRF inh: 6; MEKK2 WT-MEK5: 100; MEKK2 mut-MEK5: 0

What do the screens show for `Cc1noc2ncnc(Oc3ccc4ccccc4c3)c12`?
PfM18AAP inh: 4; HCV NS3 hel inh: -17; VIM-2 inhibitor: -4.8; IMP-1 inhibitor: -2.8; NALP1 inh: 6; DNA FID counter: -9; SUMO HTRF inh: -7

Results for CCO[C@H]1OC(C(=O)N2CCN(Cc3ccc4c(c3)OCO4)CC2)=C[C@@H](C(C)(C)C)[C@@H]1CCCO ?
PfM18AAP inh: 3; HCV NS3 hel inh: -4; VIM-2 inhibitor: -0.4; IMP-1 inhibitor: -3.0; NALP1 inh: 9; DNA FID counter: -40; SUMO HTRF inh: 16; MEKK2 WT-MEK5: 105; MEKK2 mut-MEK5: 9

What do the screens show for `COc1ccc(S(=O)(=O)N2CCN(CCc3ccccc3)CC2)c(OC)c1`?
PfM18AAP inh: -9; HCV NS3 hel inh: -4; VIM-2 inhibitor: -0.6; IMP-1 inhibitor: -0.8; DNA FID counter: -11; SUMO HTRF inh: -4; MEKK2 WT-MEK5: 106; MEKK2 mut-MEK5: 0

How did S=c1nccc(-c2cc(Cl)sc2Cl)[nH]1 do in these assays?
PfM18AAP inh: -10; HCV NS3 hel inh: 8; VIM-2 inhibitor: -2.1; IMP-1 inhibitor: -0.9; NALP1 inh: 3; DNA FID counter: -2; SUMO HTRF inh: 2; MEKK2 WT-MEK5: 90; MEKK2 mut-MEK5: -7

What do the screens show for `Cc1occc1C(=O)N/N=C/c1cccc2ccccc12`?
PfM18AAP inh: -1; HCV NS3 hel inh: 14; VIM-2 inhibitor: -3.9; IMP-1 inhibitor: -3.5; NALP1 inh: 20; DNA FID counter: -13; SUMO HTRF inh: 8; MEKK2 WT-MEK5: 98; MEKK2 mut-MEK5: 1

How did O=C(/C=C/c1ccccc1)N1CCN(S(=O)(=O)c2ccc(F)cc2)CC1 do in these assays?
PfM18AAP inh: 2; HCV NS3 hel inh: 10; VIM-2 inhibitor: -2.6; IMP-1 inhibitor: -3.1; NALP1 inh: 0; DNA FID counter: -20; SUMO HTRF inh: 13; MEKK2 WT-MEK5: 99; MEKK2 mut-MEK5: -3

Results for CCOC(=O)NC(=O)c1cn(Nc2ncc(Cl)cc2C(F)(F)F)c(=O)[nH]c1=O ?
PfM18AAP inh: -6; HCV NS3 hel inh: 7; VIM-2 inhibitor: -0.7; IMP-1 inhibitor: -0.2; NALP1 inh: 7; DNA FID counter: -13; SUMO HTRF inh: 29; MEKK2 WT-MEK5: 101; MEKK2 mut-MEK5: -3

How did Cc1ccc(OCC(=O)NCCCNC(=O)c2ccncc2)cc1 do in these assays?
PfM18AAP inh: -14; HCV NS3 hel inh: -4; VIM-2 inhibitor: 1.8; IMP-1 inhibitor: 1.2; NALP1 inh: 2; DNA FID counter: -7; SUMO HTRF inh: 20; MEKK2 WT-MEK5: 103; MEKK2 mut-MEK5: 1

How did CCC(Cc1ccccc1)NC(=O)CN(C)S(=O)(=O)c1ccc2c(c1)c(=O)n(C)c(=O)n2C (stereo not drawn) do in these assays?
PfM18AAP inh: -2; HCV NS3 hel inh: 3; VIM-2 inhibitor: -3.4; IMP-1 inhibitor: -2.6; NALP1 inh: -14; DNA FID counter: -8; SUMO HTRF inh: -11; MEKK2 WT-MEK5: 109; MEKK2 mut-MEK5: 6

Retrieved one by one from the list above:
How did O=C(/C=C/c1ccccc1)N1CCN(S(=O)(=O)c2ccc(F)cc2)CC1 do in these assays?
PfM18AAP inh: 2; HCV NS3 hel inh: 10; VIM-2 inhibitor: -2.6; IMP-1 inhibitor: -3.1; NALP1 inh: 0; DNA FID counter: -20; SUMO HTRF inh: 13; MEKK2 WT-MEK5: 99; MEKK2 mut-MEK5: -3

What do the screens show for `FC(F)(F)c1cccc(-c2ccn3ncnc3n2)c1`?
PfM18AAP inh: 3; HCV NS3 hel inh: 1; VIM-2 inhibitor: -2.6; IMP-1 inhibitor: -3.4; NALP1 inh: 7; DNA FID counter: 2; SUMO HTRF inh: 14; MEKK2 WT-MEK5: 103; MEKK2 mut-MEK5: -2

(next part)
What do the screens show for `O=C(CSc1cccc[n+]1[O-])c1cccs1`?
PfM18AAP inh: 4; HCV NS3 hel inh: 3; VIM-2 inhibitor: -0.1; IMP-1 inhibitor: -4.7; NALP1 inh: 8; DNA FID counter: -2; SUMO HTRF inh: -6; MEKK2 WT-MEK5: 98; MEKK2 mut-MEK5: -6

Results for Cc1nn(-c2ccccc2)c(Cl)c1C(=O)NCc1ccccc1F ?
PfM18AAP inh: -8; HCV NS3 hel inh: -6; VIM-2 inhibitor: -0.5; IMP-1 inhibitor: -0.9; NALP1 inh: 20; DNA FID counter: -31; SUMO HTRF inh: 13; MEKK2 WT-MEK5: 93; MEKK2 mut-MEK5: -7

How did O=S(=O)(c1ccc(F)cc1)N1CCCC1 do in these assays?
PfM18AAP inh: 11; HCV NS3 hel inh: 7; VIM-2 inhibitor: -2.6; IMP-1 inhibitor: -3.0; NALP1 inh: 0; DNA FID counter: -7; SUMO HTRF inh: 2; MEKK2 WT-MEK5: 101; MEKK2 mut-MEK5: 7

How did COc1ccc(C2CC(c3ccc(OC)c(OC)c3)=NN2C(=O)c2ccccc2)cc1 (stereo not drawn) do in these assays?
PfM18AAP inh: -1; HCV NS3 hel inh: 1; VIM-2 inhibitor: -2.8; IMP-1 inhibitor: -3.5; NALP1 inh: 1; DNA FID counter: -30; SUMO HTRF inh: -2; MEKK2 WT-MEK5: 104; MEKK2 mut-MEK5: 4

How did O=C1/C(=C/c2cccc(F)c2)Oc2cc(O)ccc21 do in these assays?
PfM18AAP inh: 5; HCV NS3 hel inh: 11; VIM-2 inhibitor: 1.3; IMP-1 inhibitor: 1.8; NALP1 inh: -6; DNA FID counter: 11; SUMO HTRF inh: 40; MEKK2 WT-MEK5: 102; MEKK2 mut-MEK5: 1

Results for O=[N+]([O-])c1ccc(N2CCCC2)cc1N1CCCC1 ?
PfM18AAP inh: 7; HCV NS3 hel inh: -9; VIM-2 inhibitor: -0.2; IMP-1 inhibitor: -3.4; NALP1 inh: -9; DNA FID counter: -1; SUMO HTRF inh: -6; MEKK2 WT-MEK5: 117; MEKK2 mut-MEK5: 3

Results for CC(C)C/C=C1\CCc2c([nH]c3ccccc23)C1=O ?
PfM18AAP inh: 1; HCV NS3 hel inh: -6; VIM-2 inhibitor: -1.8; IMP-1 inhibitor: -2.2; NALP1 inh: -3; DNA FID counter: -5; SUMO HTRF inh: 2; MEKK2 WT-MEK5: 96; MEKK2 mut-MEK5: -3

How did Cc1cc(C)nc(N2CCC(C(=O)Nc3ccc(Oc4ccccc4)cc3)CC2)n1 do in these assays?
PfM18AAP inh: -4; HCV NS3 hel inh: 2; VIM-2 inhibitor: -3.1; IMP-1 inhibitor: -2.0; NALP1 inh: 44; DNA FID counter: 3; SUMO HTRF inh: -1; MEKK2 WT-MEK5: 97; MEKK2 mut-MEK5: -1

How did CCCCOc1ccccc1NC(=O)c1ccc(=O)[nH]c1 do in these assays?
PfM18AAP inh: 6; HCV NS3 hel inh: 6; VIM-2 inhibitor: 1.1; IMP-1 inhibitor: 0.1; NALP1 inh: 30; DNA FID counter: -4; SUMO HTRF inh: -1; MEKK2 WT-MEK5: 106; MEKK2 mut-MEK5: 0

How did Cc1c(C(=O)NCc2ccc3c(c2)OCO3)oc2ccc(S(=O)(=O)N3CCCC3)cc12 do in these assays?
PfM18AAP inh: 12; HCV NS3 hel inh: 2; VIM-2 inhibitor: -4.7; IMP-1 inhibitor: -2.3; NALP1 inh: 22; DNA FID counter: -12; SUMO HTRF inh: 3; MEKK2 WT-MEK5: 102; MEKK2 mut-MEK5: 4

Results for O=C(Nc1ccc([N+](=O)[O-])cc1)c1cc(Cl)sc1Cl ?
PfM18AAP inh: 9; HCV NS3 hel inh: 0; VIM-2 inhibitor: -2.2; IMP-1 inhibitor: -1.5; NALP1 inh: 20; DNA FID counter: 9; SUMO HTRF inh: -15; MEKK2 WT-MEK5: 103; MEKK2 mut-MEK5: -2

What do the screens show for `COC(=O)c1ccc(OCC(O)CN(CCO)CCO)cc1` (stereo not drawn)?
PfM18AAP inh: 9; HCV NS3 hel inh: -4; VIM-2 inhibitor: -3.0; IMP-1 inhibitor: -1.5; NALP1 inh: -2; DNA FID counter: -4; SUMO HTRF inh: 2; MEKK2 WT-MEK5: 105; MEKK2 mut-MEK5: 5

How did Cc1nc2c(c(C)nn2-c2ccccc2)c(C)c1Cl do in these assays?
PfM18AAP inh: 2; HCV NS3 hel inh: 7; VIM-2 inhibitor: -3.2; IMP-1 inhibitor: -4.1; NALP1 inh: 20; DNA FID counter: -1; SUMO HTRF inh: -11; MEKK2 WT-MEK5: 104; MEKK2 mut-MEK5: 3

What do the screens show for `COc1ccc(Cn2ccnc2SCC(=O)NC2CCCC2)cc1`?
PfM18AAP inh: 2; HCV NS3 hel inh: -2; VIM-2 inhibitor: -0.5; IMP-1 inhibitor: -0.9; NALP1 inh: 18; DNA FID counter: -25; SUMO HTRF inh: 7; MEKK2 WT-MEK5: 101; MEKK2 mut-MEK5: 3
